# AMA1-RON2 inh: qHTS for Inhibitors of AMA1-RON; Towards Development of Antimalarial Drug Lead: Primary Screen. Potency, µM (highest dose often 58.2 µM), without a hit: at the highest dose activity change, negative = inhibition, hits mostly inhibitors. 0.2% of 360,000 active. Plasmodium falciparum AMA1 (3D7) - RON2 peptide interaction. AlphaScreen AMA1-biotinylated RON2 peptide binding. AID 720542, 2013;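 note: potency is the fitted concentration of half-maximal effect; 0% = vehicle wells and -100% = peptide control; nearly all actives have a fitted effect of over 45% in size; some results filed as inactive show a strong effect at the top dose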
#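 AMA1 (3D7) with his tag at 25 nM final met compounds first, then biotinylated RON2 peptide at 25 nM; detection used donor plus acceptor beads, 10 µg/mL apiece, read by AlphaScreen after 30 min at room temperature.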
# Giardia FBPA inh: qHTS Assay for Inhibitors of Fructose-1,6-bisphosphate Aldolase from Giardia Lamblia. A8B2U2. purified Giardia FBPA. Potency, µM (series often up to 59.6 µM), for the others: top-dose activity, negative = inhibition, usual class: inhibitors. 0.71% of 290,000 active. AID 2451, 2010; note: potency is the fitted concentration of half-maximal effect; nearly all actives have a fitted effect of over 55% in size
# Target sequence (A8B2U2 whole entry, looked up): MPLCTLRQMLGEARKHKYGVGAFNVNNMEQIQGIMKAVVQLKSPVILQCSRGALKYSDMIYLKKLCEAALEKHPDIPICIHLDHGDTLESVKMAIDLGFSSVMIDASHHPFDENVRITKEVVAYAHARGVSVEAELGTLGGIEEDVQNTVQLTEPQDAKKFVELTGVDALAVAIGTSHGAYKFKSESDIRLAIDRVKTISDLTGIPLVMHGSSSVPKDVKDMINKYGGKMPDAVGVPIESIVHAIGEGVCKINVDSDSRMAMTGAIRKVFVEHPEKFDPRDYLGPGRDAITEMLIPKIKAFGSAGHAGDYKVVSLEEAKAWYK
#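 Giardia FBPA (40 nM reagent) was preincubated 10 min at RT with compound (up to 57.5 uM final), then substrate plus GAPDH/TPI/NAD/arsenate coupling system with diaphorase/resazurin was added; resorufin fluorescence (525/598 nm) was read after 20 min.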
# HCMV antiviral: qHTS Assay for inhibitors of the human cytomegalovirus (HCMV); HFF cells, HCMV-luciferase reporter, 72 h; stronger effect = lower value; activity change, negative = inhibition, % at 57.5 µM; 4.5% of 410,000 active; AID 1259415, 2018; in the data active = activity change below about -60%; inconclusive = no clear call, values can overlap the other calls; inactive = above about -39%
#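 Two-dose cell screen: HFF monolayers treated with compounds and infected with luciferase-expressing HCMV at 1 PFU/cell, 72 h at 37C, then lysed for luciferase measurement.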
# AmpC inh no detg: qHTS Inhibitors of AmpC Beta-Lactamase (assay without detergent) | P00811 | AmpC nitrocefin hydrolysis, absorbance 480 nm, 0.0001% Triton | Potency, µM (highest dose often 57.1 µM), for inactives: top-dose activity change, negative = inhibition, usual class: inhibitors | 0.52% of 330,000 active | AID 485341, 2010;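 note: potency is the fitted concentration of half-maximal effect; plate controls were no compound for no effect and no enzyme for full effect; nearly all actives have a fitted effect of over 20% in size; some results filed as inactive show a strong effect at the top dose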
# Target sequence (P00811 whole entry, looked up): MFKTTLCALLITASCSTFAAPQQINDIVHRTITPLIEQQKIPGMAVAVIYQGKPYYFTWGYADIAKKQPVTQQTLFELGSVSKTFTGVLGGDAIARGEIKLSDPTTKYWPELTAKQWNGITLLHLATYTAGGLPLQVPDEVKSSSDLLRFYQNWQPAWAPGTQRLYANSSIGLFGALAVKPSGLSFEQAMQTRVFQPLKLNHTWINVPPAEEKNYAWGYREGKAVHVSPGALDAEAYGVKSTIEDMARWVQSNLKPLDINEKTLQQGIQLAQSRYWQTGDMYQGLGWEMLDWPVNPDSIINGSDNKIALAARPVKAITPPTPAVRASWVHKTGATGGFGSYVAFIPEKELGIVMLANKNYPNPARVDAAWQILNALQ
#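 20 mM phosphate pH 7.0 + 0.01% (detergent screen) or 0.0001% Triton X-100; 5.3 nM AmpC reagent; cpd preinc 15 min RT; nitrocefin (800 uM stock) to start; A480 q20 s × 4 min; Activity was normalised to no-enzyme and no-compound control wells.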
# Sm TGR block: qHTS Assay for the Inhibitors of Schistosoma Mansoni Peroxiredoxins; 3% of 360,000 active; AID 485364, 2010; Potency, µM (doses to about 114 µM), for inactives: at the highest dose activity change, negative = inhibition, hits mostly inhibitors; purified TGR, DTNB reduction, TNB absorbance 405 nm; note: potency is the fitted concentration of half-maximal effect; nearly all actives have a fitted effect of over 60% in size
#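 First, TGR (20 nM dispensed) and NADPH were mixed with compound. Second, a 15 min room-temperature incubation followed. Third, further NADPH and then DTNB were added to start the reaction. Finally, TNB absorbance was monitored kinetically.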
# AmpC inh detg: qHTS Inhibitors of AmpC Beta-Lactamase (assay with detergent); 0.041% of 370,000 active; P00811; Potency, µM (doses to about 114 µM), for the others: at the top dose activity change, negative = inhibition, most hits filed as inhibitors; AmpC hydrolysis of nitrocefin, absorbance 480 nm, 0.01% Triton;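 note: potency is the fitted concentration of half-maximal effect; 0% = no-compound wells and -100% = no-enzyme wells; nearly all actives have a fitted effect of over 25% in size; some results filed as inactive show a strong effect at the top dose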
#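 20 mM phosphate pH 7.0 + 0.01% (detergent screen) or 0.0001% Triton X-100; 5.3 nM AmpC reagent; cpd preinc 15 min RT; nitrocefin (800 uM stock) to start; A480 q20 s × 4 min; Activity was normalised to no-enzyme and no-compound control wells.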
# Starred values were filed as active, the others as inactive; ? = inconclusive; nt = not tested or not shown; [ ] = another dose, or the depositor's remark. Unless noted, calls come from the whole dose curve; as a rule, active = well fitted curve in the direction sought with a large enough effect; inconclusive = small, poorly fitted or top-dose-only effect, or another doubt; inactive = no such curve, though single readings can be large; an effect the other way counts as inactive or inconclusive. Unless noted, % is set by controls: 0 for no effect and ±100 for the full control effect.
# Preview (four entries):
SMILES,AMA1-RON2 inh,Giardia FBPA inh,HCMV antiviral,AmpC inh no detg,Sm TGR block,AmpC inh detg
CCOC(=O)c1[nH]c2ccc(Br)cc2c1NC(=O)CCN1CCN(C(=O)OCC)CC1,12.1%,-3.8%[12.9 µM],52.5,159.3%[activator],8.9%,-9.9%
CCOc1ccc(CCNC(=O)Cc2ccc(S(=O)(=O)N3CCOCC3)s2)cc1OCC,1.3%,nt,-32.4,15.6%,7.0%,-2.7%
NCCc1nnc(SCc2ccc(F)cc2)o1,23.6%,1.8%,-30.0,-8.3%,0.9%,-2.2%
CCC1C(=O)Nc2nc(-c3ccccc3)c(-c3ccccc3)n2N=C1C (centres undefined),-7.5%,-6.5%,-2.1,1.7%,-19.3%,1.9%

# This part in full, from the start:
SMILES,AMA1-RON2 inh,Giardia FBPA inh,HCMV antiviral,AmpC inh no detg,Sm TGR block,AmpC inh detg
CCOC(=O)c1[nH]c2ccc(Br)cc2c1NC(=O)CCN1CCN(C(=O)OCC)CC1,12.1%,-3.8%[12.9 µM],52.5,159.3%[activator],8.9%,-9.9%
CCOc1ccc(CCNC(=O)Cc2ccc(S(=O)(=O)N3CCOCC3)s2)cc1OCC,1.3%,nt,-32.4,15.6%,7.0%,-2.7%
NCCc1nnc(SCc2ccc(F)cc2)o1,23.6%,1.8%,-30.0,-8.3%,0.9%,-2.2%
CCC1C(=O)Nc2nc(-c3ccccc3)c(-c3ccccc3)n2N=C1C (centres undefined),-7.5%,-6.5%,-2.1,1.7%,-19.3%,1.9%
O=C(O)c1cc2nc3c(c(C(F)(F)F)n2n1)CCc1ccccc1-3,0.0%,12.5%,-29.8,-17.9%,-9.8%[11.4 µM],?
CCN1CCN(C(=O)/C=C/c2ccccc2[N+](=O)[O-])CC1,-2.8%,-1.3%,20.2,-4.9%,nt,?
COc1ccccc1/C=N/Nc1nncc2ccccc12,12.9%,-9.7%,34.8,-31.6%,1.8%,-4.1%
Nc1nc(Nc2ccccc2F)nc(N2CCCC2)c1[N+](=O)[O-],-2.1%,0.0%,58.4,-30.3%,-2.1%,0.3%
COc1ccc(CCNC(=O)C(C)OC(=O)c2cccs2)cc1OC (centres undefined),2.7%,-5.2%,-19.7,-0.2%,11.5%,3.9%
CCOc1ccc(-c2nnc3sc(COc4ccccc4)nn23)cc1,1.4%,3.6%,44.1,-21.1%,-1.0%,5.7%
Cc1ccc(C)c2[nH]c(=O)c(CCNC(=O)c3cc4ccccc4o3)cc12,-1.6%,5.7%,12.1,-10.2%,2.5%,3.6%
Cc1nc(SCC(=O)Nc2ccc(C)c(F)c2)c2oc3ccccc3c2n1,0.5%,11.9%,10.2,1.7%,6.1%,-6.9%
COc1ccc(-c2oc3ccc(-c4cc(OC)c(OC)c(OC)c4)cc3c2C(=O)c2ccc(OC)nc2)cc1,16.4%,7.4%,-99.0*,-24.8%,-0.4%,?
O=C(Nc1ccc(O)c(-c2nc3ccccc3o2)c1)C1(c2ccc(Cl)cc2)CCCC1,68.4%[activator][11.6 µM],-1.1%,13.7,-51.5%,0.2%,?
CCC(=O)Nc1ccc(/C(C)=N\NC(=O)c2ccc(OC)cc2)cc1,13.5%,1.5%,-2.9,-7.7%,3.2%,?
O=C(Nc1ccccc1O)c1cccc(S(=O)(=O)N2CCOCC2)c1,18.9%,-18.0%,5.4,213.5%[activator],14.3%,-2.7%
COc1ccc(C(=O)COC(=O)CNC(=O)c2ccccc2)cc1F,8.8%[11.6 µM],nt,-1.4,-28.5%,-17.8%,-0.2%
CCOc1ccc(NC(=O)CN(C)C(=O)c2cn(-c3ccccc3)nc2-c2cccs2)cc1OCC,-9.8%,nt,84.7,106.3%[activator],-23.7%,-10.2%
COc1ccc2[nH]cc(CCNS(=O)(=O)c3ccc(C)cc3)c2c1,-1.9%,-6.0%,-14.3,-49.7%,-20.0%,1.7%
CN(C)S(=O)(=O)c1ccc(C(=O)NCCSc2ccccc2)cc1,-8.8%,1.3%,66.0,28.9%,-19.9%,2.5%
Cc1ccc(S(=O)(=O)N(C)C)cc1NC(=O)C(C)OC(=O)/C=C/c1cccs1 (centres undefined),-3.9%,0.3%,-19.7,-10.5%,6.2%,-1.5%
COc1ccc(-c2c(C#Cc3ccsc3)c3ccccc3n2C)cc1,-2.9%,-9.0%,-21.2,-33.2%,20µM*,-18.4%
CC(C)C(C(=O)Nc1ccc2c(c1)OCO2)N1C(=O)c2ccccc2C1=O (centres undefined),11.3%,-9.9%,1.2,-33.6%,2.2%,-1.9%
O=C1N/C(=C\c2ccc(N3CCOCC3)c(F)c2)C(=O)N1Cc1ccccc1,-1.1%,1.6%,?,-9.2%,5.4%,?
CCOC(=O)c1ccc(NC(=O)COC(=O)Cc2csc(-c3ccccc3)n2)cc1,20.7%,0.0%,-20.0,-25.0%,0.5%,-4.8%
CCOC(=O)c1sc2ncnc(N3CCN(C(=O)OCC)CC3)c2c1C,-0.5%,-0.7%,?,95.7%[activator],6.9%,0.3%
CC(=O)c1cccc(S(=O)(=O)N2CCC(C(=O)Oc3ccc(-c4nnco4)cc3)CC2)c1,-3.5%,nt,-10.8,0.4%,nt,nt
CCCCCCSc1ccc([C@@H]2[C@@H]3C(=O)N(C)C(=O)[C@@H]3[C@]3(C(=O)OC)CCCCN23)cc1,0.0%,nt,3.5,16.5%,nt,nt
O=C(CCN1C(=O)c2ccccc2C1=O)NNC(=O)c1ccc(Cl)cc1Cl,59.0%[activator],3.3%,?,-20.2%,-9.7%,?
COc1ccccc1-n1cnc(N)c1C(=O)c1ccccc1,-7.8%,6.0%,54.4,-17.4%,11.1%,-3.2%
CCn1c(SCC(=O)N2CCN(c3ccc(Cl)cc3)CC2)nc2ccccc2c1=O,-6.7%,2.8%,0.0,-28.7%,-8.4%,-0.5%
COc1ccccc1Oc1ccc(S(=O)(=O)N2CCCC2)cc1,1.9%,5.2%,44.7,5.0%,-9.5%,-4.0%
COc1ccc2c(c1)OC[C@H]1[C@H]2N2C(=O)CN(Cc3ccco3)C(=O)[C@@]2(C)[C@H]1c1ccccc1,-3.2%,nt,-0.3,84.2%[activator],-33.1%,3.2%
Cc1c(NC(=O)COC(=O)c2ccc(S(=O)(=O)N3CCOCC3)cc2)c(=O)n(-c2ccccc2)n1C,6.5%,1.7%,-30.7,-14.7%,-0.9%,-0.6%
COc1ccc(-c2cc(C)no2)cc1S(=O)(=O)NCc1cccs1,nt,nt,0.0,nt,11.6%,0.7%
Cc1ccc(-c2nc(N(C)C3CCN(C)CC3)c3ccccc3n2)cc1,-14.4%,2.0%,44.1,63.4%[activator],3.2%,-11.0%
O=C(COC(=O)Cc1c(Cl)cccc1Cl)Nc1ccccc1-c1ccccc1,-2.1%,12.5%,12.4,-45.1%,4.9%,2.4%
CNC(C)Cc1ccccc1Sc1ccc(O)cc1 (centres undefined),-12.0%,0.7%,19.4,-17.8%,1.0%,?
CCNC(=S)N(CCN(CC)CC)Cc1cc2cc3c(cc2[nH]c1=O)OCO3,-5.9%,10.9%,41.3,89.6%,-2.6%,-8.0%
O=S(=O)(NC1CC1)c1ccc(S(=O)(=O)N2CCCC3(CCCCC3)C2)cc1,17.5%,0.3%,?,-30.6%,-16.6%,?
Cc1ccc(C(C)C)c(OCC(=O)Nc2nc3c(s2)CCCC3)c1,nt,nt,-82.4*,nt,7.4%,14.7%
CCN(CCCNC(=O)C1CCN(S(=O)(=O)c2cnc[nH]2)CC1)c1cccc(C)c1,0.0%,-9.3%,-0.9,39.8%,-15.7%,-1.3%
COc1ccc(Cl)cc1NC(=O)CN(C)C(=O)c1ccc(C)s1,9.4%,nt,-0.3,2.6%,-8.7%,-6.2%
CCOC(=O)N1CCN(C(=O)c2ccc3c(c2)N(C)C(=O)/C(=C\c2ccc(OCC)c(OC)c2)S3)CC1,4.8%,-12.7%,?,213.5%[activator],-1.8%,5.6%
Cc1nc2ccccc2c(=O)n1-c1ccc([N+](=O)[O-])cc1,2.7%,4.7%,1.1,-5.6%,?,3.8%
CC(=O)c1cccc(NS(=O)(=O)c2cccc(S(=O)(=O)c3ccc(Br)cc3)c2)c1,nt,nt,?,nt,12.6µM*,8.6%
Cc1c(Br)ccc(NC(=O)COc2ccccc2C(N)=O)c1C,-6.0%,0.3%,-34.3,-5.7%,-15.6%,5.3%
CN1C(=O)N(CC(=O)Nc2sccc2C(N)=O)C(=O)C12CCCCC2,92.9%[activator],nt,-3.5,-15.2%,-18.6%,0.7%
CC(C)NCC(O)COCCOc1ccc(Cl)cc1 (centres undefined),3.6%,-2.3%,-10.7,-11.8%,7.8%,-2.1%
O=C(CC1C(=O)NCCN1C(=O)Nc1ccccc1)Nc1ccc(F)cc1 (centres undefined),26.7%,0.7%,34.3,104.1%[activator],-0.6%,-6.9%
Fc1ccc(-c2cc(C(F)(F)F)nc(NCc3ccccc3)n2)cc1,nt,nt,-20.2,nt,8.4%,18.5%
O=C1C2C3CCCC3=C3CCCC3C2C(=O)N1c1ccc(F)cc1 (centres undefined),-3.7%,-2.3%,24.3,-20.2%,9.3%,-13.5%
O=C(Cn1nnc(-c2ccc(CN3CCOCC3)cc2)n1)Nc1nc(-c2ccccc2)cs1,-19.7%,9.5%,-20.8,55.3%,-1.1%,-15.3%
CCc1c(C)sc2c1CCN(Cc1ccc(C#N)cc1)C2c1ccccc1 (centres undefined),nt,nt,-24.0,nt,8.1%,16.1%
CC(=O)Nc1ccc(SCC(=O)NCCc2ccc(F)cc2)cc1,40.9%[activator],2.8%,20.8,2.1%,-0.3%,-4.6%
CCCCn1c(N)c(N(CCOC)C(=O)COC(=O)/C=C/c2ccc(Br)cc2)c(=O)[nH]c1=O,-5.1%,nt,124.4,-3.1%,1.8%,2.8%
CCCC[C@]12Cc3ccccc3[C@H](O1)C1=C(O2)C(=O)c2ccccc2C1=O,nt,21.4%[12.9 µM],nt,-26.9%[11.4 µM],0.6%[22.9 µM],-6.7%[22.9 µM]
O=C(CCN1C(=O)/C(=C/c2ccc(Cl)cc2)SC1=S)Nc1cccnc1,-3.6%,10.2%,-26.8,99.1%[activator],6.9%,0.1%

# Reprinted at random: two compounds from above.
SMILES,AMA1-RON2 inh,Giardia FBPA inh,HCMV antiviral,AmpC inh no detg,Sm TGR block,AmpC inh detg
Nc1nc(Nc2ccccc2F)nc(N2CCCC2)c1[N+](=O)[O-],-2.1%,0.0%,58.4,-30.3%,-2.1%,0.3%
NCCc1nnc(SCc2ccc(F)cc2)o1,23.6%,1.8%,-30.0,-8.3%,0.9%,-2.2%
